# Assay outcomes deposited in PubChem BioAssay by several laboratories.
# SUMO HTRF inh: SUMOylation inhibition | P63279 | HTRF SUMOylation assay, SAE1/SAE2 + UBC9, in vitro | inhibition, % at 35 µM | hit rate 0.36% among 290,000 | AID 2006; in the data active means inhibition above about 50%, passing the limit was not always enough; further: strong numbers were not always called active
# IDE cell activ: IDE (human) activation, cell-based; AID 493087; activation, % at 5.96 µM; hit rate 0.073% among 340,000; HEK cells, FAbeta-B cleavage, fluorescence polarization; 0% vehicle, 100% cell-free pure enzyme wells;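 active means activation above the mean of all tested compounds plus 3 SD, set per screening campaign, cut at about 17% in these data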
# Target sequence (P14735 whole entry, looked up): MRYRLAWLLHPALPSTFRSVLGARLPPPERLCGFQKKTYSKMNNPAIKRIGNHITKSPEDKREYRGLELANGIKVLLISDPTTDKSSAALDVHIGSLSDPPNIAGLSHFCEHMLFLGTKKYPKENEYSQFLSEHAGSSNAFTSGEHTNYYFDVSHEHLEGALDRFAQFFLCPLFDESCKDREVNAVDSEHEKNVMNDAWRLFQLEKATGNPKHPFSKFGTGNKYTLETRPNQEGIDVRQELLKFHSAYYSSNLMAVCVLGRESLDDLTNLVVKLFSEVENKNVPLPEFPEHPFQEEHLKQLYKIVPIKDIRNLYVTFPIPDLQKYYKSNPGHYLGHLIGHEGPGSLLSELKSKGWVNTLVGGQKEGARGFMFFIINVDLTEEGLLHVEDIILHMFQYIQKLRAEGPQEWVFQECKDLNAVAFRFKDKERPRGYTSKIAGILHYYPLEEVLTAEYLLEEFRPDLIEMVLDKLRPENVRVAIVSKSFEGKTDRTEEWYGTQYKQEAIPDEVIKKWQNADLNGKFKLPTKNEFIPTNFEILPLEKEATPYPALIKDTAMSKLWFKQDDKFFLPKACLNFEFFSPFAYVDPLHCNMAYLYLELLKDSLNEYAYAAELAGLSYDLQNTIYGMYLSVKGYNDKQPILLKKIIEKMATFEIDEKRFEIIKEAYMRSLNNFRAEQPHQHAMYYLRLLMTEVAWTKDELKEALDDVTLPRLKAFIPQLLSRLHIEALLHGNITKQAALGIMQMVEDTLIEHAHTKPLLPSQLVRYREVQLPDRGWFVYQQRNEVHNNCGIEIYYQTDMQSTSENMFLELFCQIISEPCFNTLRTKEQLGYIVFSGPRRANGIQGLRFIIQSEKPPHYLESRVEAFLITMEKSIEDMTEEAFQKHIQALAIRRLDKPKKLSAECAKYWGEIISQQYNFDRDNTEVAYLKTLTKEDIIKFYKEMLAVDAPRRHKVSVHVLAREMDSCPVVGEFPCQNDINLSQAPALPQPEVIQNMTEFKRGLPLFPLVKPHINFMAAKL
# IMP-1 inh: blocks Pseudomonas aeruginosa IMP-1 metallo-beta-lactamase; purified IMP-1, nitrocefin hydrolysis, epi-absorbance fluorescence; hit rate 0.45% among 290,000; inhibition, % at 5.6 µM;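 active means inhibition above the mean plus 3 SD of all compounds in the same screening run, cut at about 4.5% in these data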;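 further: 0% = IMP-1 with DMSO and 100% = DMSO wells lacking enzyme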
#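 System: purified IMP-1 / Input: IMP-1 dispensed at 0.2 nM / Medium: 50 mM HEPES pH 7.1, 50 µM ZnSO4, 0.05% Brij 35 / Timing: 15 min enzyme–compound preincubation, then 25 min nitrocefin reaction, 25 °C / Technique: plate fluorescence quenching by hydrolysis product, ex 480/em 530 nm / Repeats: singlicate testing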
# NS3 helicase inh: inhibitors of Hepatitis C virus NS3 helicase; NS3 helicase DNA unwinding, Cy5 molecular beacon fluorescence; inhibition, % at 10.9 µM; hit rate 0.56% among 290,000; AID 1800;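 active means inhibition above the mean of all tested compounds plus 3 SD, set per campaign, cut at about 35% in these data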;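 further: 0% = DMSO wells and 100% = thioflavine S control wells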
#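 test system = hepatitis C virus NS3 helicase domain fragment enzyme | reagent = annealed dual-labelled DNA beacon duplex, ATP-started | times = 1 h at 25 °C | detection = Cy5 fluorescence, 0 and 60 min reads | read-out basis = percent inhibition from t60/t0 fluorescence ratio | control set = DMSO and thioflavine S | replication = one well per compound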
# DNA FID counter: counter-screen for HCV NS3 helicase inhibitors: DNA intercalator displacement; DNA fluorescent intercalator displacement, fluorescence; inhibition, % at 7.9 µM; hit rate 0.17% among 290,000; AID 1845; in the data active means inhibition above about 37%;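 further: 0% = vehicle and 100% = reference compound; higher means more ethidium bromide displaced from hairpin DNA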
# IDE inh: inhibits human insulin-degrading enzyme in HEK cells. FAbetaB cleavage, fluorescence polarization. hit rate 0.41% among 320,000. inhibition, % at 5.59 µM. P14735. AID 434962;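 active means percent inhibition above the average of all tested compounds plus 3 SD, set per screening campaign, cut at about 16% in these data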;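 further: IDE supplied by intact live HEK cells; FP after avidin binding of uncleaved biotin substrate so inhibition keeps polarization high; 0% = DMSO wells and 100% = 60 µM reference IDE inhibitor Ii1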
# PfM18AAP inh: blocks P. falciparum M18 aspartyl aminopeptidase; recombinant PfM18AAP, H-Glu-NHMec fluorogenic cleavage; inhibition, % at 7.35 µM; hit rate 1.2% among 290,000;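 active means inhibition above the campaign mean inhibition over all tested compounds plus 3 SD, cut at about 28% in these data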;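 further: 0% = plate median of test compound wells and 100% = 2 mM ZnCl2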
# VIM-2 inh: blocks Pseudomonas aeruginosa VIM-2 metallo-beta-lactamase | purified VIM-2, nitrocefin hydrolysis, epi-absorbance fluorescence | inhibition, % at 5.6 µM | hit rate 0.89% among 290,000;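 active means inhibition above the mean of all tested compounds plus 3 SD, cutoff set per screening run, cut at about 7.5% in these data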;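 further: red hydrolysis product quenches plate fluorescence so inhibitors raise well fluorescence; 0% = enzyme with DMSO and 100% = DMSO without enzyme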
# pCIP destab: p/CIP protein destabilization; decrease of EGFP signal, % at 10 µM; hit rate 0.01% among 290,000; Q05BA5; F442A p/CIP-EGFP cells, EGFP fluorescence, 16 h;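 active means EGFP signal decrease of at least 30% at 10 µM or well 3 SD below plate mean, unless failing retest; inactive means the rest, including hits failing retest or dose response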; further: some compounds called inactive have numbers as strong as hits; many of its hits are not listed in these tables
# * hit, by the source's call; . = no result given.
SMILES,SUMO HTRF inh,IDE cell activ,IMP-1 inh,NS3 helicase inh,DNA FID counter,IDE inh,PfM18AAP inh,VIM-2 inh,pCIP destab
CC(C)Sc1nc2ccccc2n2cnnc12,-11,3,-1.6,1,-9,5,9,11*,0
COC(=O)[C@H](Cc1ccccc1)NC(=O)N1Cc2ccccc2C[C@H]1C(=O)OC,6,-5,-2.0,-2,-29,1,4,-1.8,8
Cc1ccc(C(=O)Nc2nc(=O)n(C(=O)c3ccccc3C)s2)cc1,20,6,0.4,13,-28,0,6,-5.2,-9
COc1ccccc1C(=O)O/N=C(\c1ccccc1)c1ccncc1,2,3,-3.0,13,-20,7,-3,-3.2,-3
Cc1cc(=O)[nH]c2c1cnn2C(C)c1ccccc1 (configuration not stated),7,-4,-2.1,20,-9,5,4,-1.2,-4
CC1(C)N=C(N)NC(Nc2ccccc2Cl)=N1,7,4,-1.5,6,1,7,-4,-4.1,3
O=C(C(Cl)Cl)N1CCN(Cc2ccc3c(c2)OCO3)CC1,5,1,-2.7,0,-8,-4,3,-1.2,-12
C=CCn1c(=O)/c(=C\c2ccccn2)s/c1=C(/C#N)C(=O)NCC1CCCO1 (configuration not stated),3,3,-4.2,6,-3,-1,-6,1.1,0
Cc1ccc(C(=O)N2CCN(CCNC(=O)C(=O)NCc3ccc(Cl)cc3)CC2)cc1,.,3,2.6,-10,-37,-7,-6,0.6,-8
COc1ccc(OCC(=O)Nc2cccc(NC(=O)COc3ccc(OC)cc3)n2)cc1,29,6,-6.6,-1,1,3,0,-1.7,-16
CC1(C)Cc2c(sc(NC(=O)c3ccccc3)c2C(=O)O)CO1,7,2,1.4,2,-16,-2,0,-0.4,4
COc1ccccc1-n1c(SCC(=O)O)nc2c(sc(=S)n2-c2ccccc2C)c1=O,22,3,-0.3,3,-25,-2,1,-1.1,-9
CCOc1cc2[nH]c(=O)n(CCCC(=O)NCc3ccco3)c(=O)c2cc1OCC,37,6,-0.9,6,-9,-6,-9,0.2,4
CCOc1cc(NC(=O)c2ccccn2)c(OCC)cc1NC(=O)c1cccc(C)c1,18,3,-2.5,6,-5,1,1,-3.5,-10
Cc1ccccc1C1C(C#N)=C2N=C(N)c3ccccc3N2C2=C1C(=O)CCC2 (configuration not stated),21,3,-4.0,-7,-21,2,-1,-1.6,-6
S=c1[nH]nc(-c2ccc(Cl)cc2)n1CC1CCCO1 (configuration not stated),5,-6,-5.1,-1,-6,6,11,5.3,-6
CC1=CC(C)(C)N(C(=O)CSc2ncn[nH]2)c2ccc(C)cc21,1,2,-1.1,2,-18,0,56*,-5.8,4
CNC(=S)N/N=C/c1c(C)nn(-c2ccccc2)c1Cl,-10,-10,-1.4,-6,-14,-3,-3,-2.5,1
Cc1ccc(/C=C2\SC(=S)N(CCCC(=O)Nc3ccc(O)cc3)C2=O)cc1,14,-8,-4.2,-22,-10,8,-4,-0.9,-8
O=C(Cn1cnc([N+](=O)[O-])c1)NC1CCCC1,6,0,-3.5,1,4,-1,-1,-1.5,-7
Cn1c(=O)c2nc(-c3ccc(Cl)cc3Cl)oc2c2ccccc21,-5,4,-2.0,0,2,0,1,-1.1,4
Cc1ccc(S(=O)(=O)N2CCN=C2c2ccccc2)cc1C,11,1,-6.5,4,-9,1,1,-2.7,-6
CCCn1nnnc1SCC(=O)N1CCCC1,-24,2,0.1,4,4,-4,-1,0.2,14
COCCn1c(SC)nnc1-c1c[nH]c2ccccc12,3,-1,-3.9,4,-2,0,-2,-2.8,-18
CCOC(=O)c1cc2c(ccn2C)n1CC(=O)N(Cc1ccccc1)c1ccc(F)cc1,-6,7,-2.4,13,-30,3,9,-2.1,-4
COc1ccc(/C=N/NC(=O)CNC(=O)/C=C/c2ccccc2OC)cc1,-3,2,-0.4,3,-19,2,1,0.3,0
O=C(Nc1cccc(C(=O)O)c1)/C(=C\C=C\c1ccccc1)NC(=O)c1ccccc1,6,1,-0.4,4,-39,-1,-3,1.2,26
CC(=O)OC(C(=O)NC1CCCCC1)c1ccc(C#N)cc1 (configuration not stated),12,5,2.4,-10,-4,-1,-9,-0.7,-5
CCc1cccc(NC(=O)CN(C)S(=O)(=O)c2cccc3cccnc23)c1,27,2,-3.1,-7,-26,5,-1,-1.6,-11
C=CCOC(=O)C1=C[C@H](c2coc3ccccc3c2=O)[C@@H](CCCO)[C@H](OCC)O1,9,1,-3.2,-5,-37,-3,5,-2.9,-12
Cc1cc(C)nc(/N=C(\N)Nc2ccc([N+](=O)[O-])cc2)n1,4,-1,0.1,6,5,-15,-13,1.7,0
O=C(CCN1C(=O)[C@@H]2Cc3ccccc3CN2C1=O)NCc1ccccc1Cl,0,1,-0.9,-13,-17,-1,3,-1.8,5
CC(=O)Nc1ccc(S(=O)(=O)NCCC(=O)Nc2ccc(C)cn2)cc1,15,-2,-1.3,5,-7,-2,-14,1.3,-10
COc1ccc(-n2c(C)cc(C(=O)CN3C(=O)C(=O)N(Cc4ccccc4)C3=O)c2C)cc1,-11,1,-2.5,-5,-10,8,-2,-3.0,0
N=c1n(CCN2CCCC2)c2ccccc2n1CC(O)c1ccco1 (configuration not stated),6,4,-3.0,-3,23,0,-22,-1.2,-6
CCn1c(SCC(=O)NCc2ccc3c(c2)OCO3)nnc1-c1ccco1,9,3,-1.6,-1,-12,0,-2,-3.6,-3
N#Cc1cnn2c(C(F)(F)F)c3c(nc12)CCCC3,7,8,-0.7,4,4,0,-6,4.0,-4
COC(=O)C1=C(C)N(c2ccc(C)cc2)/C(=C/c2cccs2)C1=O,16,1,-0.5,-1,-4,-5,0,0.8,-12
O=C(Cn1c2ccccc2c2nc3n(c(=O)c21)CCCS3)Nc1ccccc1,.,1,0.1,6,-9,1,0,1.4,-3
C/C(CC(=O)Nc1ccc2c(c1)OCCO2)=N\NC(=O)c1ccc([N+](=O)[O-])cc1Cl,-12,3,-3.4,14,-4,4,18,-1.1,-3

# One compound at a time, from the list above. Values in the order: SUMO HTRF inh, IDE cell activ, IMP-1 inh, NS3 helicase inh, DNA FID counter, IDE inh, PfM18AAP inh, VIM-2 inh, pCIP destab
# O=C(CCN1C(=O)[C@@H]2Cc3ccccc3CN2C1=O)NCc1ccccc1Cl as listed: 0, 1, -0.9, -13, -17, -1, 3, -1.8, 5
# N#Cc1cnn2c(C(F)(F)F)c3c(nc12)CCCC3 as listed: 7, 8, -0.7, 4, 4, 0, -6, 4.0, -4
# O=C(Cn1c2ccccc2c2nc3n(c(=O)c21)CCCS3)Nc1ccccc1 as listed: ., 1, 0.1, 6, -9, 1, 0, 1.4, -3
# COc1ccc(-n2c(C)cc(C(=O)CN3C(=O)C(=O)N(Cc4ccccc4)C3=O)c2C)cc1 as listed: -11, 1, -2.5, -5, -10, 8, -2, -3.0, 0
# Cc1cc(C)nc(/N=C(\N)Nc2ccc([N+](=O)[O-])cc2)n1 as listed: 4, -1, 0.1, 6, 5, -15, -13, 1.7, 0

# More results follow:
SMILES,SUMO HTRF inh,IDE cell activ,IMP-1 inh,NS3 helicase inh,DNA FID counter,IDE inh,PfM18AAP inh,VIM-2 inh,pCIP destab
Cc1ccc(-c2ccc(=O)n(CC(=O)NCCN(CC(C)C)CC(C)C)n2)cc1,0,0,-1.7,4,7,3,0,-0.2,-2
CN(C)c1ccc(/C=N/NC(N)=S)cc1[N+](=O)[O-],2,2,-3.0,6,-7,2,9,-3.2,-2
Cc1cccc(C(=O)NNC(=O)c2cccc([N+](=O)[O-])c2)c1,5,4,-2.5,5,0,-3,2,-1.8,1
COc1ccc(NC(=O)C(c2ccccc2)N(C)C(=O)c2cnccn2)cc1 (configuration not stated),-4,9,-2.1,0,-9,-4,-1,1.2,6
CCN1CCN(c2nc3c(C)cccn3c(=O)c2/C=C(\C#N)S(=O)(=O)c2ccccc2)CC1,18,8,-0.3,1,0,1,5,4.4,-8
c1ccc2[nH]c(CSc3nnc(-c4ccncc4)o3)nc2c1,7,-2,-1.0,-18,-10,2,2,-0.7,5
O=C(O)c1cccc(NC(=O)C23CC4CC(C2)CC(n2cnc(Cl)n2)(C4)C3)c1,4,-8,-4.3,0,-13,-1,7,-2.7,-7
NC(=O)CC(NC(=O)Cc1cccc2ccccc12)c1ccc(NCc2cc(F)ccc2F)c([N+](=O)[O-])c1 (configuration not stated),39,4,.,.,.,0,.,.,-12
CC(C)CNS(=O)(=O)c1ccc(NC(=O)Cn2nc(-c3ccc(F)cc3)ccc2=O)cc1,1,0,1.1,6,-25,3,-4,1.3,8
NS(=O)(=O)CCCc1ccccc1,19,4,-4.0,-7,-6,1,3,-3.1,-18
C1CCC2(CC1)C1=C(CCCC1)Nc1nnnn12,19,-2,-2.4,9,-4,11,8,-4.8,-6
CC(=NCCCN(C)C)C1=C(O)c2ccccc2C1=O,27,0,-1.9,1,5,7,3,1.4,-8
Cc1c(/C=N/NC(=O)c2cccnc2)c2ccccc2n1Cc1ccccc1,1,.,-3.3,-6,0,4,1,-2.9,5
COc1ccc(-c2nnc3sc(-c4ccccc4OC)nn23)cc1,26,1,.,.,.,-2,.,.,-7
Cc1cc2nc(-c3cccnc3SCC(=O)NC3CC3)[nH]c2cc1C,18,.,-4.0,10,-8,4,-8,-2.3,-19
CC1CCN(c2ccccc2NC(=O)c2ccc(F)cc2)CC1,16,0,-3.8,3,-5,9,2,-2.0,-8
CCOC(=O)c1ccc(NC(=O)NCc2ccn(CC)n2)cc1,-31,-3,0.8,2,-4,-2,-1,-1.1,5
O=C(N/N=C\c1cccc([N+](=O)[O-])c1O)C1COc2ccccc2O1 (configuration not stated),-20,1,-3.3,14,-10,3,23,-2.3,-5
CNc1nc(-c2ccc(OC)cc2)c(-c2ccc(OC)cc2)s1,-8,3,-2.1,3,-1,2,0,-1.3,12
Cc1nc(NC(N)=S)sc1C(=O)Nc1ccccc1,29,1,-2.9,5,1,-4,23,-2.9,-4
Cc1cc(C)nc(SCc2cc(=O)c(OC(=O)c3ccc(S(=O)(=O)N(C)C)cc3)co2)n1,-5,2,-2.2,3,-1,-1,5,-0.8,3
CC1CC(=O)c2cn3c(nc2C1)nc1ccccc13 (configuration not stated),33,4,-1.4,4,-1,-3,2,1.4,-4
CCCCn1c(SCC(=O)Nc2nnc(C)s2)nnc1-c1ccncc1,8,0,-1.7,-3,-17,-1,-3,-0.9,-9
Fc1ccc(-c2nc3ccccc3c3nc4ccccc4n23)cc1,16,2,-1.2,-5,1,6,-7,0.9,5
CC(=O)c1cccc(NC2c3ncccc3C(=O)N2Cc2ccco2)c1 (configuration not stated),-6,10,-3.3,6,-7,3,8,-3.0,-3
Cc1cc(C)c(S(=O)(=O)NCC2CCC(C(=O)NCc3ccccn3)CC2)c(C)c1 (configuration not stated),15,4,-2.2,-4,-33,1,2,-2.6,-2
O=C(NCc1ccco1)C(c1cccnc1)N(C(=O)Cn1nnc2ccccc21)c1ccc(F)cc1 (configuration not stated),-2,0,-6.4,0,-31,1,-3,-3.0,2
CC1=NNC(=O)C1CC(=O)N/N=C/c1cccs1 (configuration not stated),-18,1,0.3,-13,-1,-1,3,-1.3,1
